Bioassay records as filed in PubChem.
TDP1 block – qHTS Assay for Inhibitors of Tyrosyl-DNA Phosphodiesterase (TDP1); recombinant TDP1, AlphaScreen DNA substrate cleavage; Tyrosyl-DNA phosphodiesterase 1 (Homo sapiens), Q9NUW8; 0.28% of 350,000 active; Potency, µM (titrated, usually from 130 µM), inactives show at the highest dose activity change, negative = inhibition, hits mostly inhibitors; also: nearly all actives have a fitted effect of over 40% in size
Target sequence (Q9NUW8 whole entry, looked up): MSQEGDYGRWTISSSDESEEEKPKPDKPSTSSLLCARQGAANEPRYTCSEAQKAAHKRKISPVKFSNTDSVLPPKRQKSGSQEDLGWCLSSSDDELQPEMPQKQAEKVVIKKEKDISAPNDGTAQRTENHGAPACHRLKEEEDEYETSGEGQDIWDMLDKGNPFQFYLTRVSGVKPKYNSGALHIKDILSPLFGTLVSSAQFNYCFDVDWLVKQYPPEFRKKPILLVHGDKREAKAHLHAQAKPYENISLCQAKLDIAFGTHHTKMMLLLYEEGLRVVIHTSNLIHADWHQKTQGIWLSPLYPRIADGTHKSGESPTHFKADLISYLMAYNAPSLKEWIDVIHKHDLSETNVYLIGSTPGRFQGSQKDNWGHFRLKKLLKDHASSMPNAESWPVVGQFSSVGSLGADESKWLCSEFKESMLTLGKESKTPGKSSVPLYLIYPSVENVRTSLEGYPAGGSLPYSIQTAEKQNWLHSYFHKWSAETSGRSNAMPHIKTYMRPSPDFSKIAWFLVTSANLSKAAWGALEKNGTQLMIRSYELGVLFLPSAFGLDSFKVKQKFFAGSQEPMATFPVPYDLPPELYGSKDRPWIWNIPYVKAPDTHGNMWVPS
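Tdp1 1 nM final; 15 min RT w/ cpd; substrate 15 nM, 5 min; beads 10 ug/ml, 10 min; AlphaScreen read. Neg ctrl: no enzyme.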
N370S GC mod – qHTS Assay for Inhibitors and Activators of N370S glucocerebrosidase as a Potential Chaperone Treatment of Gaucher Disease. Lysosomal acid glucosylceramidase (Homo sapiens), P04062. Potency, µM (top dose mostly 59.4 µM), without a hit: at the highest dose activity change, negative = inhibition, hits mostly inhibitors. N370S GC spleen homogenate, 4MU-glucoside fluorescence. 0.092% of 330,000 active;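 also: 0% = full enzyme activity and -100% = no enzyme basal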
FEN1 inh – qHTS Assay for the Inhibitors of Human Flap endonuclease 1 (FEN1) | Recombinant FEN1 flap cleavage, fluorescence, 15 min | 0.35% of 390,000 active | Potency, µM (titrated, usually from 114 µM), inactives show at the highest dose activity change, negative = inhibition, usual class: inhibitors | AID 588795, 2011; also: nearly all actives have a fitted effect of over 65% in size
Target sequence (P39748 whole entry, looked up): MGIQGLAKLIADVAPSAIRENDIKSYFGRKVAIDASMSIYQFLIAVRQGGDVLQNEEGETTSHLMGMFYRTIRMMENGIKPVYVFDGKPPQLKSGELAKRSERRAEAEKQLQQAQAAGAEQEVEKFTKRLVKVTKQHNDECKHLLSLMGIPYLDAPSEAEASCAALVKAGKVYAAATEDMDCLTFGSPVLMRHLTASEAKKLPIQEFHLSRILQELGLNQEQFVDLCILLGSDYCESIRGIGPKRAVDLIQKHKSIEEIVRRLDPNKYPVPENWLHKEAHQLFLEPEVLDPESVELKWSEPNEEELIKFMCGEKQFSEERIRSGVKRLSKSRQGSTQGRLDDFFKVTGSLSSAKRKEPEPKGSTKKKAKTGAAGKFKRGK
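Nuclease activity of 10 nM FEN1 was measured after 15 min of room-temperature exposure to titrated compounds, by adding 50 nM flap substrate and reading plates at 0 and 15 min.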
* marks the source's active call; other numbers are inactive results; ? = inconclusive; nt = no result given; & = joins results of further samples; [ ] = remark or other dose. Calls follow the shape of the dose curve; as a rule, active = well fitted curve in the direction sought with a large enough effect; inconclusive = small, poorly fitted or top-dose-only effect, or another doubt; inactive = no such curve, though single readings can be large; an effect the other way counts as inactive or inconclusive. Unless noted, % is scaled to controls: 0 for no effect and ±100 for the full control effect; potency is read from the fitted curve at half-maximal effect.

1. O=c1nc(N2CCOCC2)ccn1-c1nc(-c2ccccc2)oc1-c1ccccc1
2. Cc1c(/C=C/C(=O)c2ccccc2)cnn1C
3. Cc1ccc(-n2c(SCC(=O)N3CCCCC3)nc(O)cc2=O)cc1
4. O=C(CN1CCN(S(=O)(=O)c2ccccc2F)CC1)NCC1(N2CCOCC2)CCCCC1
5. Cc1nc2nc(NC(=O)c3ccc(Cl)cc3)[nH]n2c(=O)c1Cc1ccccc1
6. Cc1cccc(NCC(=O)NNC(=S)Nc2ccccc2)c1

assay / compound	1	2	3	4	5	6
TDP1 block	2.0%	1.9%	nt	0.1%	7.0%	7.1%
FEN1 inh	-2.1%	-7.3%	-5.3%	-1.8%	4.5%	3.3%
N370S GC mod	-10.6%	-13.2%	-16.5%	nt	nt	-2.2%

7. O=C1/C(=C/c2ccco2)Oc2c1ccc(O)c2CN1CCCCC1
8. Cc1ccccc1-c1nc(CS(=O)(=O)CC(=O)NCc2ccc3c(c2)OCO3)c(C)o1
9. CCOC1(OCC)N=C(N)C2(C#N)C(c3cccc(C)c3)C12C#N (configuration not stated)
10. CCOc1ccc(C2Nc3ccc4ccccc4c3-c3c2c(=O)oc2ccccc32)cc1 (configuration not stated)
11. CCOc1ccc(C(=O)Nc2c(C)nc(Nc3ccccc3)nc2Nc2ccccc2)cc1OCC
12. Cc1cc(NC(=O)CN(C)S(=O)(=O)c2cccc(Cl)c2)no1

assay / compound	7	8	9	10	11	12
TDP1 block	?	5.3%	-1.0%	-1.1%	-4.3%[12.3 µM]	2.5%
FEN1 inh	-3.3%	1.3%	8.1%	-17.4%	?	1.8%
N370S GC mod	?	-4.6%	1.3%	?	nt	16.2%

13. CN(N=Nc1cccc([N+](=O)[O-])c1)c1ccccc1
14. Cc1ccccc1-c1nc(C#N)c(NCc2ccco2)o1
15. COc1ccc(-c2cn3c(n2)sc2cc(C(=O)NCc4cccc(F)c4)ccc23)cc1
16. CS(=O)(=O)c1ccc(Cl)c(NC(=O)Cc2c(F)cccc2Cl)c1
17. COCCCn1c(C23CC4CC(CC(C4)C2)C3)n[nH]c1=S
18. O=C(Nc1ccccc1N1CCOCC1)c1cnccn1

assay / compound	13	14	15	16	17	18
TDP1 block	nt	8.2%	1.3%	6.2%	nt	1.0%
FEN1 inh	-6.6%	1.0%	1.0%	-6.8%	15.7%	-9.1%
N370S GC mod	4.0%	12.8%	nt	-0.3%	-6.9%	5.2%

19. COc1cc(C(=O)NCC(=O)N/N=C/c2ccco2)cc(OC)c1OC
20. COC(/C=C/Nc1ccc(Br)cc1)=C(C#N)C#N
21. CCc1cccc(C)c1NC(=O)C(CC)Sc1nncn2c1cc1occc12 (configuration not stated)
22. C=CCN1CC(=O)N2C(c3ccccc3)c3[nH]c4ccccc4c3C[C@H]2C1=O (some centres not stated)
23. CCN(c1ccccc1)S(=O)(=O)c1ccc(N2CCN(c3ccc(OC)cc3)CC2)nc1
24. CC(C)(C)OC(=O)[C@H](Cc1ccccc1)NC(=O)c1nc[nH]c1C(=O)NC1CCN(C(=O)OC(C)(C)C)CC1

assay / compound	19	20	21	22	23	24
TDP1 block	-3.8%	-2.0%	-5.1%	nt	-0.3%	7.7%
FEN1 inh	-16.4%	-2.8%	-12.9%	-1.8%	17.2%	-13.4%
N370S GC mod	-19.9%	-21.0%	nt	-20.7%	nt	?

25. CCC(C)NC(=O)c1ccc2c(c1)N(Cc1ccccc1)C(=O)CS2 (configuration not stated)
26. COc1ccccc1NC(=O)Cc1c(F)cccc1Cl
27. Cc1ccc2c(c1)N(C(=O)CCC(=O)NCCN1CCOCC1)CCO2
28. COc1ccc(CNS(=O)(=O)CCNC(=O)c2cccc(OC)c2)cc1
29. COc1ccc(N2CCN(C(=O)COC(=O)CCS(=O)(=O)c3ccc(C)cc3)CC2)cc1
30. C=CCn1c(N)cc(=O)nc1SCC(=O)Nc1ccc2ccccc2c1

assay / compound	25	26	27	28	29	30
TDP1 block	6.3%	0.0%	nt	-9.9%[0.505 µM]	-7.4%[0.505 µM]	1.2%
FEN1 inh	-1.7%	-9.5%	5.3%	-7.6%	-12.7%	-3.7%
N370S GC mod	21.2%	1.2%	-23.8%	0.1%	2.3%	-0.8%

31. CCOc1ccc(-c2nnn(CC(=O)N3CCN(c4ccc(F)cc4)CC3)n2)cc1OCC
32. CCN(CC)S(=O)(=O)c1cc(NC(=O)C(C)N2CCc3ccccc32)ccc1C (configuration not stated)
33. O=S(=O)(Nc1ccc(S(=O)(=O)N2CCOCC2)cc1)c1ccc(Br)cc1
34. Cc1cc(C(=O)COC(=O)CC2Sc3ccccc3NC2=O)c(C)n1-c1ccccc1 (configuration not stated)
35. Cc1cc(NC(=O)C2CC2)ccc1NC(=O)c1cccs1
36. CC(=O)c1ccc(NC(=O)CS(=O)(=O)c2cn(CC(=O)N3CCOCC3)c3ccccc23)cc1

assay / compound	31	32	33	34	35	36
TDP1 block	6.2%	5.3%	6.9%[0.0935 µM]	8.1%	nt	4.7%[56.1 µM]
FEN1 inh	-4.9%	-13.5%	-11.8%	-11.0%	3.8%	0.1%
N370S GC mod	-5.1%	-0.2%	-16.9%	11.4%	-2.1%	-12.8%

37. COc1ccc(C(=O)Oc2ccc3c(C)cc(=O)oc3c2C(C)=O)cc1
38. O=C(c1cccc(C(F)(F)F)c1)N1CCc2c([nH]c3ccccc23)C1C(F)(F)F (configuration not stated)
39. Cc1noc(C)c1C1(O)CCCCCCCCCCC1
40. Cc1cccc(CCNS(=O)(=O)c2ccc(S(=O)(=O)NC3CCCC3)cc2)c1
41. C/C(=N\NC(=S)NCCc1ccccc1)c1ccc(C)cc1
42. COc1ccc(CNC(=O)CN(Cc2ccco2)C(=O)CNS(=O)(=O)c2ccc(F)cc2)cc1

assay / compound	37	38	39	40	41	42
TDP1 block	7.2%	1.3%	5.1%	2.6%	0.0%	nt
FEN1 inh	-4.3%	-1.6%	-3.5%	-7.8%	-11.1%	-2.7%
N370S GC mod	11.8%	-0.3%	-2.6%	-8.0%	8.4%	-1.1%

43. CN(C(=O)c1cc(S(=O)(=O)N2CCCCC2)c[nH]1)C1CCCCC1
44. CC(CCc1ccccc1)NC(=O)C1CCCN(c2nnc(-n3cccc3)s2)C1 (configuration not stated)
45. COc1ccc(OC)c(-c2nnc(-c3ccc(C)o3)o2)c1
46. Cc1ccc(SCC(=O)Nc2ccc3c(c2)OCCO3)cc1
47. COc1ccc(CCN(Cc2cccs2)S(=O)(=O)c2ccc(S(=O)(=O)N3CCCCCC3)cc2)cc1OC
48. O=C(CCc1ccccc1)NCc1ccncc1

assay / compound	43	44	45	46	47	48
TDP1 block	nt	-2.6%	10.5%	1.2%	1.8%	nt
FEN1 inh	-0.5%	-3.6%	-0.8%	-13.7%	4.5%	22.5%
N370S GC mod	-8.4%	7.7%	10.5%	5.1%	3.7%	0.7%

49. Cc1ccccc1NC(=S)NCCC(c1ccccc1)c1ccccc1
50. Cc1ccc(C(C)C)cc1S(=O)(=O)Nc1ccncc1
51. CCOC(=O)c1ccccc1NC(=O)Nc1ccc(OC)c(OC)c1
52. CN(c1ccccc1)S(=O)(=O)c1cccc(C(=O)OCC(=O)NCCCN2CCCC2=O)c1
53. Cc1c(Cl)cccc1NC(=O)CSc1ncc(S(=O)(=O)c2ccc(C(C)C)cc2)c(=O)[nH]1
54. Oc1cc2ccccc2nc1-c1ccccc1Cl

assay / compound	49	50	51	52	53	54
TDP1 block	7.8%	nt	1.1%	-2.5%	-1.0%	1.3%
FEN1 inh	-8.2%	1.8%	-5.5%	3.3%	-20.7%	-3.7%
N370S GC mod	17.0%	-9.2%	3.7%	0.6%	nt	?

55. O=C(Cc1ccccn1)Nc1ccccc1
56. COC(=O)C1=C(C)N(Cc2ccccc2)C(=NCCc2ccccn2)N[C@H]1c1cccc(F)c1
57. COC/C=C/C1=CC2=CC(=O)C(C)(OC(=O)c3cnc4ccccc4n3)C(=O)C2=CN1c1ccc(OC)cc1 (configuration not stated)
58. COc1cc(/C=C2\C(=N)N3N=C(CC(=O)N4CCOCC4)SC3=NC2=O)cc(OC)c1OC
59. COc1ccc2cc3cc(C(=O)NCCCN4CCc5ccccc5C4)sc3nc2c1
60. CSc1ccc(/C=C/C(=O)OCC(=O)c2ccc[nH]2)cc1

assay / compound	55	56	57	58	59	60
TDP1 block	2.1%	nt	15.5%[12.3 µM]	5.6%	8.2%	0.0%
FEN1 inh	12.5%	14.2%	-4.3%	-12.3%	-2.8%	3.6%
N370S GC mod	-14.3%	-8.5%&-28.5%	5.4%[12.8 µM]	2.5%	3.7%	nt

61. COc1ccc(Cl)cc1NC(=O)CSC1=Nc2ccccc2C2=NC(CC(=O)NC3CCCCC3)C(=O)N12 (configuration not stated)
62. COc1ccc(OCCCC(=O)NCCc2ccc(OC)c(OC)c2)cc1
63. CC(C)c1ccc(S(=O)(=O)c2nnn3c2nc(NCCc2ccccc2)c2sccc23)cc1
64. COC(=O)CNC(=O)CN1C(=O)N(c2cccc(Cl)c2)C(N(O)C(=O)Nc2cccc(Cl)c2)C1(C)C (configuration not stated)
65. CN(C(=O)c1cccs1)C1(C)CCS(=O)(=O)C1 (configuration not stated)
66. Cn1ccc(NC(=O)c2ccc(Cl)cc2)n1

assay / compound	61	62	63	64	65	66
TDP1 block	-2.1%[12.3 µM]	5.6%	2.6%	-7.9%	1.8%	-3.5%
FEN1 inh	-8.3%	1.0%	-2.4%	-3.0%	-8.6%	0.7%
N370S GC mod	nt	2.1%	nt	29.2%	-0.8%	nt

67. CC(C)c1ccc(C2=CC(c3cccc(Cl)c3)n3ncnc3N2)cc1 (configuration not stated)
68. Cc1ccc(C(=O)N/N=C2/NC(=O)CC(C(=O)Nc3ccccc3)S2)cc1 (configuration not stated)
69. CNC(=S)N/N=C1\CC(c2ccccc2)Oc2ccccc21 (configuration not stated)
70. CC(=O)c1ccc(NC(=O)CCc2c(C)nn(-c3ccc(N4CCOCC4)nn3)c2C)cc1
71. Cc1cc(C)cc(NC(=O)C2CCCN(S(=O)(=O)c3cnc[nH]3)C2)c1 (configuration not stated)
72. C[C@H](CO)N1C[C@H](C)[C@@H](CN(C)C)Oc2c(NS(=O)(=O)c3cccs3)cccc2C1=O

assay / compound	67	68	69	70	71	72
TDP1 block	5.7%	5.4%	5.1%	4.0%&4.5%	9.8%	0.5%
FEN1 inh	1.3%	-3.0%	-0.4%	-3.3%&17.3%	-10.1%	-3.9%
N370S GC mod	nt	-13.8%	12.4%	0.1%	-16.1%	nt

73. CC(C)(C)Nc1nc(N2CCCC2)nc(N2CCCC2)n1
74. COc1ccc(C(=O)NCC(O)CN2CCOCC2)cc1[N+](=O)[O-] (configuration not stated)
75. COc1cccc(CNC(=O)CCS(=O)(=O)c2cc3c4c(c2)CCN4C(=O)CC3)c1
76. COCCN(C(=O)CNC(=O)c1cccs1)C(C(=O)NC(C)(C)C)c1ccccc1 (configuration not stated)
77. CCn1c(CCCOc2ccc(Cl)cc2Cl)nnc1SCC(=O)Nc1cccc(F)c1
78. CCC1(CC)Nc2ccccc2C(=O)N1c1ccc(NC(C)=O)cc1
79. COc1cccc(/C=N/NC(=O)C[n+]2ccccc2)c1OC
80. Cc1cc(C)c(Cn2c(=O)n(CCCCC(=O)NCc3ccccc3Cl)c(=O)c3ccccc32)c(C)c1

assay / compound	73	74	75	76	77	78	79	80
TDP1 block	1.0%	2.2%	-2.6%	-1.2%	1.0%	-2.1%	1.8%	1.8%
FEN1 inh	-18.4%	18.7%	18.6%	5.3%	-2.2%	-11.0%	25.5%	16.8%
N370S GC mod	-12.6%	-16.1%	nt	-11.7%	8.2%	-5.0%	-7.7%	nt

6 records picked at random from the list so far:
74. COc1ccc(C(=O)NCC(O)CN2CCOCC2)cc1[N+](=O)[O-] (configuration not stated)
73. CC(C)(C)Nc1nc(N2CCCC2)nc(N2CCCC2)n1
80. Cc1cc(C)c(Cn2c(=O)n(CCCCC(=O)NCc3ccccc3Cl)c(=O)c3ccccc32)c(C)c1
78. CCC1(CC)Nc2ccccc2C(=O)N1c1ccc(NC(C)=O)cc1
76. COCCN(C(=O)CNC(=O)c1cccs1)C(C(=O)NC(C)(C)C)c1ccccc1 (configuration not stated)
79. COc1cccc(/C=N/NC(=O)C[n+]2ccccc2)c1OC

assay / compound	74	73	80	78	76	79
TDP1 block	2.2%	1.0%	1.8%	-2.1%	-1.2%	1.8%
FEN1 inh	18.7%	-18.4%	16.8%	-11.0%	5.3%	25.5%
N370S GC mod	-16.1%	-12.6%	nt	-5.0%	-11.7%	-7.7%
